Bioassay records: PubChem BioAssay, several laboratories
ARFGAP1 inhibitor: inhibitors of rat ARFGAP1 GAP activity, primary screen, biochemical, fluorescence polarization, GDP tracer; Arfgap1-stimulated ARF1 GTP hydrolysis, GDP FP detection; ADP-ribosylation factor GTPase-activating protein 1 (Rattus norvegicus), Q62848; inhibition, % at 16.5 µM; AID 651572, 2012; 360,000 tested, 0.26% active;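 active = inhibition above a per-plate limit, mean inhibition of low control wells plus 3 SD, cut at about 25% in these data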;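 also: 0% = DMSO wells with enzyme and 100% = wells lacking Arfgap1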
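Replicates: Single well per compound | Assay system: Truncated rat Arfgap1 GAP domain | Control set: No-Arfgap1 wells (100%) versus DMSO full-reaction wells (0%) | Times: Enzyme reaction 120 min at 25 °C after 20 min preincubation | Reagent: Human ARF1(Δ1-17)-GTP substrate | Measured by: Tracer-displacement fluorescence polarization with EDTA stop, 620/688 nm | Measure: Percent inhibition of Arfgap1-stimulated GTP hydrolysis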
KLK7 zymogen act: proKLK7 zymogen activators, primary screen, biochemical, fluorescence intensity | activation, % at 7 µM | purified proKLK7, EDANS-DABCYL substrate fluorescence; 100% is mature enzyme control, 0% vehicle | Kallikrein-7 (Homo sapiens), P49862 | 370,000 tested, 0.9% active;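 active = activation above the mean of all tested compounds plus 3 SD, computed per campaign excluding outliers beyond control limits, cut at about 13% in these data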
FXN GAA850 act: FXN promoter activators, primary screen, cell-based, luciferase luminescence, HEK293 lucGAA850 | HEK293 lucGAA850 FXN promoter luciferase reporter, 24 h; percent of 10 µM SAHA response | activation, % at 6 µM | 360,000 tested, 0.56% active | AID 540364, 2011;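 active = activation above the average of all compounds screened plus 3 SD, cutoff fixed separately per campaign, cut at about 7.5% in these data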;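 also: 0% = DMSO wells and 100% = 10 µM SAHA wells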
rCAG RNA binder: binders of r(CAG) RNA repeats, primary screen, biochemical, fluorescence. inhibition, % at 3 µM. 370,000 tested, 1.3% active. AID 651821, 2012. r(CAG) RNA repeat, TO-PRO-1 dye displacement fluorescence;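 active = inhibition above the plate cutoff, the mean of all test compounds on that plate plus 3 SD, cut at about 35% in these data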;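 also: 0% = DMSO alone and 100% = 100 µM mitoxantrone as full dye displacement; higher means more dye released from RNA so lower well fluorescence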
GC-B act: human GC-B receptor activators, primary screen, HEK293 GC-B cells, cGMP TR-FRET, EC30 CNP. 0% at EC30 CNP, 100% saturating CNP. activation, % at 10 µM. 370,000 tested, 0.11% active;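 active = activation at 10 µM reaching about 35% in either raw or pattern-adjusted values, limit read from the data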
ADAM10 inh: human ADAM10 inhibitors, primary screen, biochemical, QFRET, HTS | 370,000 tested, 0.62% active | inhibition, % at 7 µM | recombinant ADAM10, EDANS/DABCYL FRET peptide cleavage, 3 h | AID 720582, 2013 | Disintegrin and metalloproteinase domain-containing protein 10 (Homo sapiens), O14672;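 active = inhibition above a per-campaign cutoff equal to the mean of compounds falling between control-based bounds plus 3 SD, cut at about 20% in these data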;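 also: 0% = DMSO wells while the 100% control is not disclosed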
Target sequence (O14672 214-748 limits assumed): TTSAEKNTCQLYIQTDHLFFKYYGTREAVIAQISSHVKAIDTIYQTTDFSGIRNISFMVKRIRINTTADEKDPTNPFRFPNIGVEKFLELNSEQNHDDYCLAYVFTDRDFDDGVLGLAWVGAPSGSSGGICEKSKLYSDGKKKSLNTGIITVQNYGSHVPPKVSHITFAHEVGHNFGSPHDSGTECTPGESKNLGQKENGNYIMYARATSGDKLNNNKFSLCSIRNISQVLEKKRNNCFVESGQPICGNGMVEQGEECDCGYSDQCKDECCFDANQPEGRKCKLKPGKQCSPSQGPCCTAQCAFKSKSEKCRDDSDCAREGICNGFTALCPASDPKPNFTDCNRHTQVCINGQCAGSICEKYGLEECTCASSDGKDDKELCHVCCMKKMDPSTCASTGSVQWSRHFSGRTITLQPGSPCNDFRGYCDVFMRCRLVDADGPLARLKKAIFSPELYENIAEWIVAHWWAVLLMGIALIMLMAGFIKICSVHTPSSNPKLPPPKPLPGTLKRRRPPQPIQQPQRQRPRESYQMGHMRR
HGIII-sPLA2 inh: human group III sPLA2 inhibitors, primary screen, biochemical, QFRET, BODIPY PC-A2 liposome substrate; Group 3 secretory phospholipase A2 (Homo sapiens), Q9NZ20; QFRET BODIPY PC-A2 liposome hydrolysis, fluorescence; inhibition, % at 12.2 µM; 370,000 tested, 0.56% active;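 active = inhibition above mean plus 3 SD of compounds lying within the high and low control bounds, cut at about 19% in these data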;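 also: 0% = median of test compound wells and 100% = no enzyme DMSO wells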
DDE Tn6 FP inh: inhibitors of Tn6 peptide binding to fibrin DD(E), primary screen, biochemical, fluorescence polarization, human fibrin, Tn6 probe; 370,000 tested, 0.21% active; Fibrinogen beta chain (Homo sapiens), P02675; Fibrin DD(E) TRITC-Tn6 fluorescence polarization displacement; inhibition, % at 8.3 µM;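 active = inhibition above a per-campaign cutoff: mean of compounds within control limits plus 3 SD, cut at about 15% in these data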;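 also: 0% = median of all compound wells on the plate and 100% = blocking peptide control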
ASAP1 inh: inhibitors of human ASAP1 ArfGAP activity, primary screen, biochemical, fluorescence polarization; ASAP1-stimulated ARF1 GTP hydrolysis, GDP FP detection; inhibition, % at 16.5 µM; 360,000 tested, 0.19% active; in the data active = inhibition above about 25%;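 also: 0% = vehicle with enzyme and substrate and 100% = no enzyme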
Target sequence (Q9ULH1 325-724 limits assumed): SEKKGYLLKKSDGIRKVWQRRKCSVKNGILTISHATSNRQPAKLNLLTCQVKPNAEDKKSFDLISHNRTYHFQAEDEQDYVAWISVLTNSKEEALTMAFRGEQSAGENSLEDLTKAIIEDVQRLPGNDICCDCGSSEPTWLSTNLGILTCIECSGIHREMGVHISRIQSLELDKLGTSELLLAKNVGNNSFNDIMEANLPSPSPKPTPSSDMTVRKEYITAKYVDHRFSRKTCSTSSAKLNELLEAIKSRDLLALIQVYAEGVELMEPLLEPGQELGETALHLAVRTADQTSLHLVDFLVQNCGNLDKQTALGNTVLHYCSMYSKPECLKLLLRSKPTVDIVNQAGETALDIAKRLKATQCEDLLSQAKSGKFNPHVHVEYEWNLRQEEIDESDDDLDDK
GC-A act: GC-A stimulated cGMP production enhancers – HEK293 GC-A cells, cGMP TR-FRET, EC30 ANP, primary screen; 0% at EC30 ANP, 100% saturating ANP; activation, % at 10 µM; 370,000 tested, 0.14% active; AID 1671463, 2021; in the data active = activation above about 40%
Numbers without * were called inactive; · = no result given.

1: O=C(CCN1C(=O)/C(=C/c2ccccc2Cl)SC1=S)Nc1ccccn1
2: O=S(=O)(Nc1ccccn1)c1cc(Cl)ccc1Cl
3: COc1ccc(C(=O)Nc2nc(-c3ccccc3)c(C(C)=O)s2)c(OC)c1
4: CN(CC(=O)O/N=C(\N)c1ccc(Br)cc1)S(=O)(=O)c1ccccc1
5: CCCN(CCC)C(=O)CCSCCC(=O)N(CCC)CCC
6: CN(C)CCNc1ccc2nnn3c4ccc(O)cc4c(=O)c1c23
7: N#Cc1c(N)c(C#N)c(-c2ccc(O)cc2)c2c1CCCC2
8: COc1ccc([N+](=O)[O-])cc1C(=O)Nc1ccc(Cc2ccncc2)cc1
9: COc1ccc(C(=O)N/N=C/c2c[nH]c3ccccc23)cc1
10: Cc1ccc(Cl)cc1-c1cc(C(=O)NCc2cc(C(F)(F)F)cc(C(F)(F)F)c2)[nH]n1

assay / entry	1	2	3	4	5	6	7	8	9	10
ARFGAP1 inhibitor	-1	-2	8	-3	-10	5	1	14	6	2
KLK7 zymogen act	0.5	-0.1	0.0	-0.3	0.1	1.3	-0.3	-0.7	0.8	-0.2
FXN GAA850 act	-1.8	-1.1	2.6	1.7	-0.2	6.7	-1.0	-0.6	4.4	-0.6
rCAG RNA binder	7	1	5	-1	-8	13	8	-1	2	1
GC-B act	-1	7	-6	1	-2	-5	-6	3	0	6
ADAM10 inh	2	-18	-5	2	1	-38	-203	-1	3	-5
HGIII-sPLA2 inh	-7	-3	2	4	3	-4	-30	4	9	-4
DDE Tn6 FP inh	-3	2	0	1	-4	13	1	8	-6	-9
ASAP1 inh	7	-8	16	-8	-11	-10	16	11	7	2
GC-A act	-4	0	0	3	-5	-2	-1	4	-3	-1

A draw from above in order of formula weight, lowest first.
7: N#Cc1c(N)c(C#N)c(-c2ccc(O)cc2)c2c1CCCC2
6: CN(C)CCNc1ccc2nnn3c4ccc(O)cc4c(=O)c1c23
5: CCCN(CCC)C(=O)CCSCCC(=O)N(CCC)CCC
3: COc1ccc(C(=O)Nc2nc(-c3ccccc3)c(C(C)=O)s2)c(OC)c1

assay / entry	7	6	5	3
ARFGAP1 inhibitor	1	5	-10	8
KLK7 zymogen act	-0.3	1.3	0.1	0.0
FXN GAA850 act	-1.0	6.7	-0.2	2.6
rCAG RNA binder	8	13	-8	5
GC-B act	-6	-5	-2	-6
ADAM10 inh	-203	-38	1	-5
HGIII-sPLA2 inh	-30	-4	3	2
DDE Tn6 FP inh	1	13	-4	0
ASAP1 inh	16	-10	-11	16
GC-A act	-1	-2	-5	0

New compounds follow.
11: O=C(Cc1ccc([N+](=O)[O-])cc1)N/N=C/c1cccs1
12: Cn1c(Cn2c(=O)sc3ccccc32)nnc1SCC(=O)NC1CCCC1
13: Cc1nnc(N/N=C/c2ccco2)n1N
14: Cc1noc(C)c1NC(=O)Nc1ccc2c(c1)C(=O)N([C@H](C)CO)C[C@H](C)[C@@H](CN(C)C(=O)NC1CCCCC1)O2
15: CCc1nccn1S(=O)(=O)c1ccccc1[N+](=O)[O-]
16: N#C/C(=C\c1c(F)cccc1Cl)c1nn(-c2ccccc2)c(-n2cccc2)c1C#N
17: CC1CCCN(C(=O)c2cc(F)c(F)cc2Cl)C1 (stereo not given)
18: CN(C)C(=O)CSc1ccccc1C(=O)OCC(=O)NC1CC1
19: Cc1ccc(OCc2nnc(NC(=O)OCC(C)C)s2)cc1
20: COc1cc(/C=N/Nc2ccc(C)cc2)cc(Br)c1O

assay / entry	11	12	13	14	15	16	17	18	19	20
ARFGAP1 inhibitor	-7	1	8	0	-7	-4	6	-3	-4	-8
KLK7 zymogen act	0.0	0.0	0.2	-0.4	-0.3	-0.7	-0.2	-0.4	-0.1	-1.9
FXN GAA850 act	3.1	1.6	-2.3	1.5	0.2	4.7	0.9	0.8	-1.3	1.8
rCAG RNA binder	-2	0	-4	-3	-3	8	-2	0	3	14
GC-B act	2	1	3	-4	5	-1	0	-1	7	0
ADAM10 inh	-9	-7	-13	3	4	3	7	-11	7	-5
HGIII-sPLA2 inh	-5	3	2	1	2	2	-1	16	-3	3
DDE Tn6 FP inh	-1	-2	-4	-6	3	4	6	2	6	-2
ASAP1 inh	-1	-8	-2	5	7	-1	-4	6	2	-10
GC-A act	-2	-1	4	0	-1	0	-1	3	1	0

21: C=CCn1c(SCc2ccc(C(=O)O)cc2)nc2sc(C)c(C)c2c1=O
22: COC(=O)N1CCCc2cc(C)ccc21
23: c1ccc(CN2C3=NCCN3c3ccccc32)cc1
24: CCCCOC(=O)C1=C(C)Nc2ncnn2C1c1cccc(OC)c1OC (stereo not given)
25: CN(C(=O)CSc1nnc(-c2ccccc2F)n1N)C1CCCCC1
26: c1ccc(Cn2nnc3c(N4CCCCCC4)ncnc32)cc1
27: CN1C(=O)C(C)(C)c2cc(S(=O)(=O)N3CCCC(C(=O)NCc4ccc(F)cc4)C3)ccc21 (stereo not given)
28: COc1ccc(C)cc1NC(=O)CSc1ccc(Cl)cc1
29: O=C(Oc1ccccc1C(=S)N1CCOCC1)c1cccc([N+](=O)[O-])c1
30: COc1cccc(C2CC(c3ccc(C)cc3)=NN2C(=O)c2ccccc2F)c1OC (stereo not given)

assay / entry	21	22	23	24	25	26	27	28	29	30
ARFGAP1 inhibitor	0	0	7	6	-7	5	7	-5	1	5
KLK7 zymogen act	0.6	2.1	1.5	0.1	0.0	0.6	-0.3	-0.8	-0.2	-1.1
FXN GAA850 act	2.1	-1.4	3.6	0.4	0.1	0.5	-2.8	3.4	2.3	2.2
rCAG RNA binder	29	-2	3	-9	-3	0	2	-1	-1	2
GC-B act	-1	2	-1	-7	1	7	11	-11	1	-4
ADAM10 inh	2	-54	2	1	-1	-6	1	10	-6	16
HGIII-sPLA2 inh	-22	4	-1	-9	3	2	0	-4	7	0
DDE Tn6 FP inh	-4	-8	1	5	-2	0	1	-1	7	-10
ASAP1 inh	3	-3	-3	-7	-14	10	2	10	-1	1
GC-A act	-2	-3	-1	-12	8	-3	-4	-21	1	-6

Continued.
item | SMILES | ARFGAP1 inhibitor | KLK7 zymogen act | FXN GAA850 act | rCAG RNA binder | GC-B act | ADAM10 inh | HGIII-sPLA2 inh | DDE Tn6 FP inh | ASAP1 inh | GC-A act
31 | CCC1CCCCN1CCCNC(=O)Cn1nc(-c2ccc(C)cc2)ccc1=O (stereo not given) | -4 | 0.8 | -4.0 | -4 | 1 | -24 | 4 | 6 | -12 | -2
32 | Cc1cc(=O)[nH]c(NN=C2C3CC4CC(C3)CC2C4)n1 | 8 | 0.6 | 0.2 | 4 | 2 | 9 | -1 | 7 | 2 | 4
33 | c1ccc2sc(Cc3nnc4n3CCCCC4)nc2c1 | 1 | 0.0 | -0.6 | 1 | -4 | -3 | -1 | 3 | -7 | -1
34 | Cc1ccc(-n2c(C)nnc2SCC(=O)NC2CCCC2)cc1 | 10 | -0.7 | -1.7 | -8 | 1 | 6 | 9 | 10 | -17 | 0
35 | Cc1ccc(C(=O)NCC(c2ccco2)N2CCc3ccccc32)cc1 (stereo not given) | 1 | 0.8 | -1.0 | -4 | -2 | -1 | 4 | -3 | 0 | -2
36 | O=C(c1ccccc1-c1nc2ccccc2[nH]1)N1CCOCC1 | 5 | -0.2 | -0.7 | -1 | 1 | 4 | 0 | -1 | 16 | 0
37 | COc1ccc(-c2[nH]ncc2/C=N/NC(=O)c2ccncc2)c(OC)c1 | 0 | 0.6 | 0.2 | -3 | -1 | -2 | 1 | -5 | 4 | -3
38 | O=C(COc1cccc(F)c1)Nc1nc(-c2cccnc2)cs1 | 2 | 0.2 | 1.4 | 10 | -1 | -16 | -3 | 4 | -1 | 0
39 | CN(c1ccccc1)S(=O)(=O)c1cccc(NC(=O)c2cccc(C#N)c2)c1 | 5 | 0.4 | 0.7 | 4 | -2 | -6 | -4 | -8 | 16 | -8
40 | CC(=O)N1CC(=O)N(Cc2ccccc2)/C(=C/c2ccccc2)C1=O | 7 | 0.3 | 2.3 | -1 | -6 | 7 | 6 | 1 | 0 | -11
41 | CCOc1cc(C=O)cc(Br)c1OCC(N)=O | 6 | -0.1 | 2.5 | -1 | -5 | 3 | -2 | -1 | -3 | -6
42 | CN1CCN(C(=O)c2ccc(-n3cccn3)nc2)CC1 | 6 | 0.5 | 0.7 | -2 | -2 | 1 | 1 | 7 | -12 | 1
43 | Cc1ccc2nc(SCC(=O)N3CCC(Cc4ccccc4)CC3)nc(=O)n2c1 | 59* | 0.5 | 3.1 | -5 | 1 | -28 | -4 | 2 | 26* | 4
44 | CCCCCC(=O)Nc1ccccc1N1CCOCC1 | 13 | 0.0 | 0.9 | -5 | 2 | -4 | -7 | 3 | -4 | 1
45 | COc1ccc(NC(=O)CSc2nc(SC)ns2)c(OC)c1 | 20 | -0.7 | 7.6* | 1 | 0 | -6 | 4 | -5 | -5 | -4
46 | COc1ccc(Nc2c(CCc3ccccc3)nc3nc(C)cc(C)n23)cc1 | 2 | -0.7 | · | 9 | -2 | -25 | 5 | -6 | -8 | -3
47 | CCCCNc1nnc(Cc2ccc(Cl)cc2)c(=O)[nH]1 | 1 | 0.0 | -0.9 | 2 | 4 | 0 | 0 | 5 | 7 | 5
48 | O=C(Nc1ncc(Cc2cccc(C(F)(F)F)c2)s1)C1CCCO1 (stereo not given) | -8 | 1.0 | 2.5 | 6 | 1 | 7 | -6 | 0 | -5 | 4
49 | CCCCc1ccc(NC(=O)Nc2cnccn2)cc1 | 16 | 0.2 | -0.6 | -1 | -2 | -11 | -2 | -6 | 9 | -3
